Compound activity (PubChem)
APJ antagonist = antagonists of human apelin receptor APJ, primary screen, CHO-K1 cells, beta-arrestin complementation, luminescence; inhibition, % at 20 µM; 0.32% of 330,000 active; AID 2521, 2010;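 active = inhibition above about 40% at 20 µM, limit read from the data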;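 also: cells challenged with 10 nM apelin-13 agonist together with compound; plate controls were apelin-13 plus DMSO wells for no effect and DMSO wells lacking apelin-13 for full effect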
Target sequence (P35414 whole entry, looked up): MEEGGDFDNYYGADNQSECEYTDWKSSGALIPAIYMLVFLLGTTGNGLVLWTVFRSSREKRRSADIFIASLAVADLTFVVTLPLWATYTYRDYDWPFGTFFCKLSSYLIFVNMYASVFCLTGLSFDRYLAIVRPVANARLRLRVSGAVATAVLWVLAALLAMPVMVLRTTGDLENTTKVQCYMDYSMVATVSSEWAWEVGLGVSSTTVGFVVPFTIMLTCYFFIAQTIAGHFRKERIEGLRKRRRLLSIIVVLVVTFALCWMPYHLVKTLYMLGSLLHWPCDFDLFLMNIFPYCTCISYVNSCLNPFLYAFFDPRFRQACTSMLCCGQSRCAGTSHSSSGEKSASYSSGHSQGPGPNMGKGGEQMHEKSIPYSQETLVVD
tim23-1 inh = growth inhibitors of tim23-1 mutant yeast, primary screen, luminescence, uHTS; S. cerevisiae tim23-1 growth, BacTiter-Glo luminescence, 24 h; inhibition, % at 20 µM; 1.3% of 330,000 active; AID 463212, 2010;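 active = growth inhibition of the mutant yeast at or above 50%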;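 also: temperature-sensitive mutant grown at 25 °C; plate controls were DMSO-treated mutant yeast for no effect and medium wells lacking yeast for full effect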
UPR CHOP act = activators of apoptotic CHOP UPR arm, primary screen, cell-based, CHO-CHOP luciferase reporter, luminescence, uHTS. UPR activation; percent of tunicamycin response over DMSO baseline. activation, % at 10 µM. 0.34% of 330,000 active. AID 449763, 2010;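 active = at 10 µM dose, activation of 40% or more, normalized to positive control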;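 also: 100% = tunicamycin at 10 µg/mL and 0% = DMSO alone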
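Evaluation: % reporter activation, DMSO baseline versus tunicamycin full activation; System: CHO-CHOP luciferase reporter cell line; Input: 500 cells/well; Incubation: 6 h compound treatment, 37 °C; Measured by: Steady-Glo luciferase luminescence; Dosing: one dose, 10 µM in 0.5% DMSO; Buffer or medium: F12 medium, 10% FBS; Benchmarks: positive tunicamycin 10 µg/mL, negative DMSO alone.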
XBP1 UPR activ = activators of adaptive XBP1 UPR arm, primary screen, cell-based, CHO-XBP1 luciferase reporter, luminescence, uHTS. IRE1-XBP1 UPR activation; percent of tunicamycin response, DMSO as zero. 0.33% of 330,000 active. activation, % at 20 µM. AID 463104, 2010;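 active = versus positive control, 20 µM dose yields 30% or more activation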;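 also: 100% = tunicamycin at 10 µg/mL and 0% = DMSO only wells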
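assay system = CHO-XBP1 luciferase reporter cells | amount = 1000 cells/well | buffer or medium = F12 plus 10% FBS | compound dosing = single point, 20 µM final compound, 1% DMSO | incubation = 16-18 h cell attachment at 37 °C, then 6 h compound exposure | detection = Steady-Glo luminescence read | controls = tunicamycin 10 µg/mL and vehicle-only wells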
CXCR6 inh = CXCR6 receptor inhibitors, primary screen, cell-based, beta-arrestin, luminescence, CHO-K1 PathHunter, 1536-well; AID 602244, 2012; 0.36% of 360,000 active; inhibition, % at 20 µM; in the data active = inhibition above about 34%, passing the limit was not always enough;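 also: antagonist mode with CXCL16 agonist at 10 nM final; 0% = 10 nM CXCL16 with DMSO and 100% = unstimulated wells without agonist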
Target sequence (O00574 whole entry, looked up): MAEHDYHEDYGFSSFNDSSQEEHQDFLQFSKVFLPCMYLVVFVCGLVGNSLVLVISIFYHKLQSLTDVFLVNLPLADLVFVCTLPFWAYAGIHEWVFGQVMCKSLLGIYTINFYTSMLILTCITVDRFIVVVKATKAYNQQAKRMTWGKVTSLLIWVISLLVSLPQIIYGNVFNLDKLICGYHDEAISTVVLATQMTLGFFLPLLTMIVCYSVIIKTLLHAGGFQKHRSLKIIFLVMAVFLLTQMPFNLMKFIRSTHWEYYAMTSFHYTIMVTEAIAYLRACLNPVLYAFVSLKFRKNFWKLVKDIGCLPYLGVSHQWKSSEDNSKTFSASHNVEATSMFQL
APJ agonist = agonists of human apelin receptor APJ, primary screen, CHO-K1 cells, PathHunter beta-arrestin, luminescence; P35414; 0% DMSO wells, 100% apelin; activation, % at 20 µM; 0.11% of 330,000 active; AID 2520, 2010;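 active = activation more than six SD over the plate average, tested at 20 µM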;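 also: 0% = DMSO alone and 100% = apelin-13 at 10 nM; some results filed as inactive read as strong as hits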
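Assay system: CHO-K1 APJ beta-arrestin complementation cell line / Compound: single test compound dose, 20 µM final, 1% DMSO / Times: overnight seeding, 90 min compound at 25 °C, 1 h detection / Technique: beta-gal luminescence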
TIM10 inh = growth inhibitors of isogenic TIM10 control yeast, primary screen, counter-screen for tim10-1 yeast inhibitor project, luminescence, uHTS; S. cerevisiae TIM10 strain growth, BacTiter-Glo luminescence, 24 h; inhibition, % at 10 µM; 1.4% of 330,000 active; AID 463195, 2010;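 active = inhibition of 40% or more at the single tested concentration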;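 also: wild-type TIM10 isogenic control strain grown at permissive 25 °C; 0% = DMSO yeast wells and 100% = minimal medium wells without yeast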
tim10-1 inh = growth inhibitors of tim10-1 mutant yeast, primary screen, luminescence, uHTS; 2.2% of 330,000 active; S. cerevisiae tim10-1 ts strain growth, BacTiter-Glo, 24 h; AID 463190, 2010; inhibition, % at 20 µM;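 active = inhibition of at least 40%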;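 also: mutant grown at 25 °C; 0% = DMSO wells with yeast and 100% = wells holding no yeast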
Mdm2-MdmX inh = inhibitors of human Mdm2-MdmX association, primary screen, cell-based, luminescence, split luciferase, SaOS-2, uHTS; 3% of 330,000 active; SaOS-2 split-luciferase Mdm2/MdmX complementation; inhibition, % at 8 µM;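 active = inhibition of at least 50% at 8 µM in the primary screen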
An asterisk follows results filed as active. Some of the compounds tested; the hit share may differ from the screen's.

Start of the data: the first 3 records, to show the layout:
SMILES | APJ antagonist | tim23-1 inh | UPR CHOP act | XBP1 UPR activ | CXCR6 inh | APJ agonist | TIM10 inh | tim10-1 inh | Mdm2-MdmX inh
Cc1cc(NC2CCCCC2)nc(NCc2ccccc2)n1 | 13 | -22 | 1.5 | 0 | -7 | 3 | 10 | 10 | 28
CCc1ccc(C(=O)CN(C#N)c2nc(C)cc(C)n2)cc1 | 9 | 35 | 7.0 | 3 | 5 | 3 | 48* | 42* | 29
Cc1ccc(C(=O)N/N=C/c2ccc(-c3cccc(C(F)(F)F)c3)o2)cn1 | 4 | -6 | 3.2 | 10 | 3 | 2 | -5 | -17 | 58*

Main list, previewed entries included:
SMILES | APJ antagonist | tim23-1 inh | UPR CHOP act | XBP1 UPR activ | CXCR6 inh | APJ agonist | TIM10 inh | tim10-1 inh | Mdm2-MdmX inh
Cc1cc(NC2CCCCC2)nc(NCc2ccccc2)n1 | 13 | -22 | 1.5 | 0 | -7 | 3 | 10 | 10 | 28
CCc1ccc(C(=O)CN(C#N)c2nc(C)cc(C)n2)cc1 | 9 | 35 | 7.0 | 3 | 5 | 3 | 48* | 42* | 29
Cc1ccc(C(=O)N/N=C/c2ccc(-c3cccc(C(F)(F)F)c3)o2)cn1 | 4 | -6 | 3.2 | 10 | 3 | 2 | -5 | -17 | 58*
O=S(=O)(CCN1CCN(c2ccccn2)CC1)c1ccc(Cl)cc1Cl | 9 | 24 | 1.1 | -2 | 2 | 2 | 25 | 32 | -6
CCOC(=O)C(=O)Nc1ccc(F)cc1 | 14 | 6 | 1.4 | -5 | 7 | 0 | 0 | 13 | -4
Cc1ccccc1NC(=O)C1CCCN(c2ncnc3onc(-c4ccc(F)cc4)c23)C1 (stereo not drawn) | 13 | 16 | 0.8 | -5 | 9 | -5 | -3 | 20 | 4
O=C(O)CSCC(=O)NCc1ccccc1Cl | 10 | 6 | -2.2 | -1 | -5 | -3 | -10 | 4 | -1
COc1ccc(N2C(=O)c3ccccc3NC23CCCCC3)cc1 | 20 | 12 | 1.8 | -4 | 2 | -2 | 14 | 27 | -41
O=C(NCc1cccnc1)C1CCC(c2ccc(Cl)cc2)CC1 (stereo not drawn) | -9 | 25 | -0.9 | -3 | -12 | 4 | 4 | 2 | -9
O=C(C#Cc1ccccc1)c1cccc([N+](=O)[O-])c1 | 35 | 17 | 293* | -6 | 91* | 0 | 72* | -63 | 88*
O=S(=O)(c1ccc(Oc2ccc(F)c(Cl)c2)nc1)N1CCOCC1 | 17 | 6 | 0.1 | -2 | -3 | 7 | 2 | 3 | 3
S=c1[nH]nc(-c2ccc(Cl)cc2)n1/N=C/c1ccco1 | -3 | 15 | -2.3 | 2 | -2 | 2 | 25 | 0 | -7
N#Cc1nc(-c2cccc(Cl)c2)oc1NCc1cccnc1 | -14 | 17 | 2.9 | 10 | -8 | -2 | 11 | 32 | 33
CSc1ccccc1NC(=O)CN(C)Cc1cc(=O)n2ccsc2n1 | 25 | 22 | -1.5 | 3 | -7 | -1 | -3 | 16 | -8
COc1ccc(C2(NC(C)=O)CCN(C(=O)c3cccs3)CC2)cc1 | 11 | -4 | -0.4 | -4 | 0 | -4 | -2 | -20 | -8
CCCNC(=O)Cn1c(=O)oc2ccccc21 | 13 | -15 | -1.0 | -1 | -2 | -1 | 0 | -22 | 4
COC(=O)C1=C(C(=O)OC)[C@@H]2N(Cc3ccccc3)c3ccccc3[C@@]23C[C@@H](C(=O)OC)N(C(C)=O)C3=N1 | -8 | 24 | 0.5 | -2 | 8 | 5 | 16 | 28 | -12
Oc1ccc(N2CCN(Cc3cc4c(cc3Br)OCCO4)CC2)cc1 | -12 | 13 | -0.7 | -4 | -13 | 1 | 10 | 16 | 8
Cc1ccc(CS(=O)Cc2ccc(C(=O)N3CCN(c4ccccc4)CC3)o2)cc1 (stereo not drawn) | 9 | 30 | -0.5 | -7 | -2 | 2 | 12 | 12 | -6
CCc1sc(N(C(=O)Cc2ccccc2)c2cccc(F)c2)nc1-c1ccc(C)cc1 | -10 | 10 | 1.4 | -4 | -4 | -1 | 24 | 13 | 16
O=C(/C=C/c1cccs1)NC(=S)Nc1ccc(C(=O)O)cc1 | 0 | 17 | 1.8 | -2 | 2 | -3 | 0 | 0 | -32
CC/C(C)=N/NC(=S)NCc1ccco1 | -19 | 8 | -1.2 | 0 | -8 | -4 | 13 | 22 | -8
Cc1ccc(N=Cc2cccc(O)c2O)c(C)c1 | -2 | 42 | -0.8 | 1 | 6 | 1 | 28 | 36 | -8
COc1ccc(-c2oc(=O)c3cc(OC)c(OC)cc3c2/C=C/c2ccc(F)cc2)cc1 | 11 | 14 | 4.1 | -1 | 12 | -3 | 5 | 17 | 29
O=C(O)C1C2C=CC(C2)C1C(=O)Nc1cccc(F)c1 (stereo not drawn) | -26 | 13 | -3.6 | 0 | 4 | 0 | 15 | 6 | -1
CCOC(=O)N/N=C(/c1ccccc1)C1CCCCC1 | 2 | 20 | 0.8 | -2 | 7 | -3 | 1 | 39 | 3
O=C(C1CC1)N1CCN(Cc2ccccc2)CC1 | -11 | 1 | -1.6 | -1 | 3 | -2 | -7 | -17 | 12
Cc1cc(C)cc(OCC(=O)OCC(=O)Nc2cc(C)nn2-c2ccccc2)c1 | 0 | -6 | -0.8 | 2 | 8 | -3 | 83* | 4 | -23
COc1ccccc1NC(=O)Nc1c(C)nn(C)c1C | -1 | 6 | 1.8 | 0 | 0 | -1 | 17 | 14 | 14
CCN(C(=O)COC(=O)COc1ccc(Cl)c(C)c1)C1CCS(=O)(=O)C1 (stereo not drawn) | 8 | 8 | 0.0 | -1 | 0 | -4 | -3 | 11 | -1
COc1ccc(N(Cc2ccccc2)N=O)cc1 | -9 | 13 | 3.4 | 1 | 1 | 4 | -12 | -10 | 10
Fc1cccc(/C=C2\CCCC3=C2NC(=S)NC3c2cccc(F)c2)c1 (stereo not drawn) | 13 | 28 | -0.9 | -3 | 4 | -6 | 21 | 34 | -1
Nc1cc(=O)[nH]c(SCc2nc3ccccc3n2Cc2ccccc2)n1 | 1 | -2 | -0.6 | 0 | 4 | 1 | -9 | 4 | 25
Cc1cc(NC(=O)CSc2nnc(-c3ccccc3F)n2N)no1 | 12 | 10 | 0.7 | -2 | 2 | -7 | -5 | 1 | -10
COc1ccc(OC)c(NC(=O)COC(=O)c2c(C)noc2C)c1 | 7 | -4 | 1.4 | -1 | -7 | 3 | -3 | -4 | -34
O=C(O)CNS(=O)(=O)Cc1ccccc1 | 17 | 9 | -0.8 | -1 | -7 | -4 | 4 | -3 | -15
c1cncc(CNc2ncnc3ccc(-c4ccc5c(c4)OCCO5)cc23)c1 | 4 | 28 | 0.7 | 3 | -14 | -3 | 7 | 14 | -9
CCOc1ccc(S(=O)(=O)Nc2ccc(C(=O)NCc3ccncc3)cc2)cc1 | 2 | -6 | 0.9 | -1 | -2 | -5 | 3 | -19 | -19
O=C(Nc1ccc(C(=O)O)cc1)/C(=C\c1ccco1)NC(=O)c1ccc(Br)o1 | 14 | 3 | 0.1 | 3 | 4 | -2 | 0 | -16 | 7
CC(C)c1nnc(NC(=O)CCCCCN2C(=O)C3C4C=CC(C4)C3C2=O)s1 (stereo not drawn) | 0 | 13 | 2.0 | -1 | -10 | 1 | 1 | 10 | -2
FCCCOc1ccc(CN2CCN(c3ccccc3F)CC2)cc1 | 6 | 11 | -2.7 | -1 | 2 | -1 | -7 | 15 | 11
Nc1nc(Nc2cccc(F)c2)nc2ccccc12 | 7 | 29 | 19 | 40* | -3 | -1 | 40 | 35 | -236
O=C(NN1CCOCC1)c1cccc(Cl)c1 | -6 | -15 | -0.6 | -5 | 4 | -8 | -1 | -7 | 8
COc1ccc(CCNC(=O)c2cc(=O)[nH]c3ccc(Br)cc23)cc1OC | -2 | -7 | -0.3 | 0 | 3 | -2 | 19 | 13 | -5
COc1ccc(S(=O)(=O)NCCCCNS(=O)(=O)c2ccc(OC)cc2)cc1 | -4 | 1 | -0.9 | -4 | -3 | -3 | 12 | 8 | 7
FC(F)(F)c1cccc(NC(=S)NCC(c2cccnc2)N2CCOCC2)c1 (stereo not drawn) | 4 | 16 | 0.0 | -2 | 8 | -3 | 8 | 16 | -6
Cc1ccc(-c2csc(C3C(N)=NC(S)=C(C#N)C34CCCCC4)n2)cc1 (stereo not drawn) | -23 | 33 | 2.5 | 1 | -4 | 5 | 33 | 45* | 8
O=[N+]([O-])c1cccc(-c2cc(-c3cc(Br)ccc3O)[nH]n2)c1 | -25 | 36 | 12 | -1 | 8 | 13 | 47* | 31 | 93*
COc1ccc2[nH]c3c(=O)n4c(nc3c2c1)SCC4 | -21 | 28 | 0.2 | 0 | -1 | 0 | 40* | 45* | 29
NNC(=O)c1ccc(S(=O)(=O)N2CCc3ccccc32)cc1 | -15 | -1 | 1.1 | -3 | 22 | 7 | -6 | 15 | -27

Continuation:
SMILES | APJ antagonist | tim23-1 inh | UPR CHOP act | XBP1 UPR activ | CXCR6 inh | APJ agonist | TIM10 inh | tim10-1 inh | Mdm2-MdmX inh
CCCn1nnc(NC(=O)Cc2ccccc2)n1 | 1 | 16 | -1.1 | 0 | -6 | -3 | 2 | 11 | 15
COc1cc(=O)[nH]c(=O)n1CC(=O)c1ccccc1 | -3 | 18 | -1.1 | -1 | -2 | 3 | -8 | 28 | -11
CC1=CC(=C2N=C(c3ccccc3)OC2=O)C=C(C)O1 | 24 | 14 | 4.1 | 5 | 10 | -5 | 27 | 15 | -22
Nc1ncccc1OCc1cccc(C(F)(F)F)c1 | -13 | -3 | 0.4 | -1 | 0 | 0 | -12 | -5 | 21
CCn1c(SCC(=O)N/N=C/c2ccccc2OCC(=O)O)nnc1-c1ccc(C)cc1 | 2 | 4 | -0.8 | -3 | -4 | -6 | 3 | 1 | 1
CCCc1n[nH]c(=S)n1Cc1ccco1 | -4 | -8 | 0.5 | 2 | -4 | 0 | -4 | 1 | 6
O=C(CN(CCc1ccccc1)C(=O)c1csnn1)NCc1ccc(F)cc1 | 6 | 15 | 1.6 | 0 | 4 | -3 | -1 | 20 | 4
COc1ccc(OC)c(-c2nc(C(=O)NC3CCN(Cc4ccccc4)CC3)cc3c2[nH]c2ccccc23)c1 | 10 | 30 | 4.7 | 5 | 3 | -4 | 14 | 20 | 50*
O=C(Nc1cccc(/C=C/c2ccccn2)c1)c1cc(Cl)ccn1 | 13 | 8 | 2.8 | -2 | 5 | 0 | 21 | -3 | -26
Cc1ccccc1NC(=O)C(=O)NCCCN1CCOCC1 | 9 | 10 | -0.7 | 0 | 8 | -3 | -11 | -8 | 0
CC(OC(=O)c1cccc(-n2cnnn2)c1)c1nc2ccccc2c(=O)[nH]1 (stereo not drawn) | -3 | 4 | -0.4 | -1 | 10 | -2 | 3 | 10 | 10
